EPAC1 ag – EPAC1 (human) agonism | EPAC1 agonist qHTS, biochemical assay; response scale: 100% = response to 6.5 mM cAMP | Potency, µM (highest dose often 154 µM), without a hit: at the highest dose activation, usual class: activators | 360,000 tested, 0.073% active | AID 720707; further: potency means the concentration at half of the fitted maximal effect; nearly all actives have a fitted effect of over 60% in size
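Nucleotide exchange by EPAC1 (100 nM) on Rap1B–BODIPY-GDP (250 nM) in the presence of 50 uM GDP is tracked fluorescently at 480/540 nm over 30 min. Signals are normalized to a 6.5 mM cAMP control.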
Abeta yeast res – compounds reversing amyloid beta toxicity in yeast; yeast expressing A-beta42, growth rescue, OD600, 48 h; response scale: 0% DMSO, 100% iron-clioquinol control; Potency, µM (highest dose often 46.1 µM), for the others: at the top dose growth rescue, most hits filed as activators; 410,000 tested, 0.063% active; AID 1347071; further: potency means the concentration at half of the fitted maximal effect; nearly all actives have a fitted effect of over 55% in size
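Yeast growth medium received pinned compounds, then yeast cells expressing toxic A-beta were added; plates incubated at 30 C for 48 hr. Growth read as absorbance at 600 nm, normalized to DMSO and equimolar FeCl3 plus clioquinol controls.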
FUS suppressor – FUS proteinopathy suppression in yeast; S. cerevisiae FUS-expressing, growth rescue, OD600, 24 h; Potency, µM (top dose mostly 76.6 µM), without a hit: at the top dose growth rescue (activation), usual class: activators; 390,000 tested, 0.24% active; AID 1347120;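 further: potency means the concentration at half of the fitted maximal effect; plate controls were DMSO vehicle for no effect and reference control for full effect; nearly all actives have a fitted effect of over 55% in size; some results filed as inactive show a strong effect at the top dose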
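Read-out: OD at 600 nm after 24hr at 30C, reporting rescue of FUS-induced yeast toxicity. Cells at OD 0.005 in galactose (2%) minimal medium; compounds tested in a dilution series; CP55940 titration from 92uM final as control.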
PLK1 PBD inh – PLK1 (human) polo-box domain binding inhibition | Potency, µM, inactives show max response, negative = inhibition, actives largely listed as inhibitors | P53350 | Plk1 PBD binding of FITC phosphopeptide, fluorescence polarization | 360,000 tested, 2.8% active; further: potency means the concentration at half of the fitted maximal effect; series mostly up to about 57 µM; on the % scale 0 is the no-effect control and ±100 the full control effect; nearly all actives have a fitted effect of over 65% in size
Target sequence (P53350 whole entry, looked up, the tested form may be a part): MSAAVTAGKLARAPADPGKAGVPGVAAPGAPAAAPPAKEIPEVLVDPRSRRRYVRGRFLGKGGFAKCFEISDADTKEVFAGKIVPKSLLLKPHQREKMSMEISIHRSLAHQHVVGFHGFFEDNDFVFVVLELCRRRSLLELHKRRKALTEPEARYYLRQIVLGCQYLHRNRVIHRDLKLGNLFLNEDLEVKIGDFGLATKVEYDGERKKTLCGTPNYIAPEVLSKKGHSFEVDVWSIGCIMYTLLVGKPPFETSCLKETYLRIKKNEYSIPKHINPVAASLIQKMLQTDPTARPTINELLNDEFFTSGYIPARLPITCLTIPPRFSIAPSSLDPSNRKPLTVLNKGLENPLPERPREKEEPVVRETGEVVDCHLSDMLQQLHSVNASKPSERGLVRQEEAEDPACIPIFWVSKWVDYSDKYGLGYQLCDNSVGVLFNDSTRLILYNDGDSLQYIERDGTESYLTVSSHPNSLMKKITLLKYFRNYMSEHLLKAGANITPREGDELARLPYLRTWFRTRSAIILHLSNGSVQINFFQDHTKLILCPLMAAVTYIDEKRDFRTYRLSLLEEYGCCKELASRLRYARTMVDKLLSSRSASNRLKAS
PI5P4Ka inh – PI5P4K alpha (human) kinase inhibition; P48426; PI5P4Kalpha enzyme, ADP-Glo luminescence, 60 min; active compounds read low; max response, %; 330,000 tested, 1.2% active; AID 652105; active means max response of -50% or lower; inconclusive means between -30% and -50%; inactive means -30% or higher; further: value at the top dose of about 77 µM; on the % scale 0 is the no-effect control and ±100 the full control effect
Target sequence (P48426 whole entry, looked up): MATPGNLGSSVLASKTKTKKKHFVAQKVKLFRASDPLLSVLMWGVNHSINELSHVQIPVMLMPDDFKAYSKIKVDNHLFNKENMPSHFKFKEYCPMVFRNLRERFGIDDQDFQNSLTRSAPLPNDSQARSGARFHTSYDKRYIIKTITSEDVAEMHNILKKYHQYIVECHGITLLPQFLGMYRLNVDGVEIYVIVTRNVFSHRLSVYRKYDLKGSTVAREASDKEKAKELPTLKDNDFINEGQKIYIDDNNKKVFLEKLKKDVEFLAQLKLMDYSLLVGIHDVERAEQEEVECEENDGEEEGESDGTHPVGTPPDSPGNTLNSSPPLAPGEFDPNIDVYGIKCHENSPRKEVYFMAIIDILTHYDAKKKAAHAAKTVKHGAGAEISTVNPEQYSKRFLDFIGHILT
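Enzyme plus substrate dispensed, test compounds pinned in, then ATP (5 microM final) added. After 60 min at RT, ADP-Glo reagent 1 for 45 min and reagent 2 for 30 min preceded luminescence imaging.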
WRN helicase inh – WRN helicase (human) inhibition. Potency, µM (series often up to 114 µM), inactives show at the highest dose activity change, negative = inhibition, actives largely listed as inhibitors. 360,000 tested, 0.46% active. AID 651768. WRN helicase unwinding, fluorescent forked duplex, kinetic; further: potency means the concentration at half of the fitted maximal effect; on the % scale 0 is the no-effect control and ±100 the full control effect; nearly all actives have a fitted effect of over 55% in size
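Screening of the MLSMR collection measured strand separation of a quenched forked DNA duplex (100 nM) by 20 nM WRN with 2 mM ATP, all final. Compounds were preincubated with enzyme 15 min at room temperature.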
EPAC1 antag – EPAC1 (human) antagonism; O95398; 360,000 tested, 0.14% active; Potency, µM (titrated, usually from 115 µM), inactives show at the top dose activity change, negative = inhibition, usual class: inhibitors; EPAC1 GEF assay, Rap1b-BODIPY-GDP exchange fluorescence; AID 720709;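 further: potency means the concentration at half of the fitted maximal effect; plate controls were vehicle for no effect and positive control for full effect; nearly all actives have a fitted effect of over 50% in size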
IL2 activator – activates IL-2 in a cell-based reporter assay; IL-2 activation reporter assay, cell-based qHTS; stimulated with anti-CD3/CD4/CD28 beads; in transgenic mouse T cells; activation, % (series mostly up to about 46 µM); 360,000 tested, 0.065% active; AID 652025; in the data active means activation above about 50%; inconclusive means mostly about 30% to 49%; further: 0% is about no effect
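EGFP and DsRed fluorescence is measured by plate cytometry in unstimulated transgenic mouse T cells exposed to compound for 60 minutes, then stimulated 18 hours at 37 degrees C with anti-CD3/anti-CD4 beads plus anti-CD28.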
Active calls of the source: *; ? = inconclusive; . = no result given; [ ] = another dose, or the depositor's remark. Unless noted, the call rests on the fitted dose curve; in most records, active means well fitted curve in the direction sought with a large enough effect; inconclusive means small, poorly fitted or top-dose-only effect, or another doubt; inactive means no such curve, though single readings can be large; an effect the other way counts as inactive or inconclusive.

mol	EPAC1 ag	Abeta yeast res	FUS suppressor	PLK1 PBD inh	PI5P4Ka inh	WRN helicase inh	EPAC1 antag	IL2 activator
CC1(C)Cc2c(C#N)c(NCCCO)nc(-c3ccccc3)c2CO1	-1%	1%	8%	-3%	1	-2%	-10%	-1.4
O=C(O)C1CCCN(C(=O)/C=C/c2ccccc2)CC1 (stereo unspecified)	1%	0%	-21%	-2%	6	0%	-1%	1.1
CCOc1ccc2[nH]c(=O)c(CN(CC3COCCO3)C(=O)C3CC3)cc2c1 (stereo unspecified)	-5%	1%	15%	4%	1	-7%	-12%	1.9
N#CC12C(N)=NC3(OCCO3)C1(C#N)C1=C(CCC1)NC2c1ccccc1 (stereo unspecified)	-3%	1%	27%	-12%	4	3%	-2%	0.3
CCc1ccc(N(C(=O)c2ccco2)C(C(=O)NC2CCCC2)c2ccco2)cc1 (stereo unspecified)	0%	-3%	17%	-5%	-6	7%[57.1 µM]	-5%	0.2
COc1ccc(NC(=O)C2=CN3CCS(=O)(=O)N=C3C=C2)c(OC)c1	1%	7%	-8%	8%	-3	0%	-7%	-0.8
Cc1c(Cc2ccccc2)c(=O)[nH]c(=O)n1C	-5%	-8%	14%	2%	-9	8%	10%	0.7
C/C(=N\NC(=O)c1nnn(-c2nonc2N)c1C)c1ccc(OCc2ccccc2)cc1	1%	.	-17%	-11%	-6	-4%	-13%	1.3
CCNc1nc(NCC)nc(OCC(=O)O)n1	11%	14%	-9%	-2%	1	-3%	-20%	0.0
Oc1ccccc1/C=N/n1c(-c2ccccc2)n[nH]c1=S	1%	-4%	0%	-22%	-3	-7%	-9%	-0.8
COc1ccc(CCCNC(=O)C2Cc3c(-c4cccc(C(C)=O)c4)ccnc3O2)cc1 (stereo unspecified)	-9%	-11%	34%	2%	2	6%[57.1 µM]	-2%	0.3
Cc1nnc(-c2ccc(Cl)cc2)[nH]c1=O	3%	-10%	1%	-18%	4	13%	-17%	-0.1
Cc1ccc(-c2cc3nc(-c4ccccc4)cc(N4CCC5(CC4)OCCO5)n3n2)cc1	4%	9%	0%	11%	26	-11%	-1%	0.5
O=C(/C=C/c1ccc(F)cc1)N1CCN(c2ccccn2)CC1	-3%	-13%	-4%	-13%	-1	0%	-18%	0.5
COc1ccc(C(=O)N2CCN(c3ccccn3)CC2)cc1	11%	-2%	1%	-9%	0	-5%	-1%	-1.3
Cc1cccc(NC(=O)CSc2ncnc3sc(C)cc23)c1	10%	-13%	4%	-14%	-3	4%	-18%	-0.6
O=C(N/N=C1\CC2CC=CC12)c1ccc(O)cc1 (stereo unspecified)	-1%	0%	11%	-17%	-24	-20%	-10%	-0.2
COc1ccc(Cn2c(=N)c(C(=O)NC3CCCCC3)cc3c(=O)n4ccccc4nc32)cc1	5%	19%	-1%	0%	0	-1%	19%	-2.7
CCOCCOc1nc2c(c(=O)n(C)c(=O)n2C)n1Cc1ccc(C)cc1	9%	2%	-5%	8%	2	0%	2%	-1.3
Cc1cccc(N2C(=O)c3ccc(C(=O)Nc4cccc(C(=O)O)c4)cc3C2=O)c1	5%	-9%	-27%	2%	-13	2%	8%	0.0

Sorted by count of non-hydrogen atoms (largest number first): some entries from above.
mol	EPAC1 ag	Abeta yeast res	FUS suppressor	PLK1 PBD inh	PI5P4Ka inh	WRN helicase inh	EPAC1 antag	IL2 activator
Cc1ccc(-c2cc3nc(-c4ccccc4)cc(N4CCC5(CC4)OCCO5)n3n2)cc1	4%	9%	0%	11%	26	-11%	-1%	0.5
Cc1cccc(N2C(=O)c3ccc(C(=O)Nc4cccc(C(=O)O)c4)cc3C2=O)c1	5%	-9%	-27%	2%	-13	2%	8%	0.0
O=C(N/N=C1\CC2CC=CC12)c1ccc(O)cc1 (stereo unspecified)	-1%	0%	11%	-17%	-24	-20%	-10%	-0.2

Remaining list, next part
mol	EPAC1 ag	Abeta yeast res	FUS suppressor	PLK1 PBD inh	PI5P4Ka inh	WRN helicase inh	EPAC1 antag	IL2 activator
Cc1ccc2c(c1)[C@H]1[C@H](CO2)[C@H](c2ccccc2)[C@]2(C)C(=O)N(CC3CCCO3)CC(=O)N12 (stereo partly specified)	-4%	5%	23%	3%	0	5%	-7%	0.5
CC1(c2nnc(-c3ccncc3)o2)CC(c2ccc([N+](=O)[O-])cc2)=NO1 (stereo unspecified)	-6%	-10%	-4%	-7%	4	-11%	-5%	0.8
COC(=O)[C@H]1C[C@@H]1[C@H](NC(=O)c1cc(C)on1)c1ccccc1	11%	-10%	-11%	-4%	-1	0%	2%	-0.3
COc1ccccc1-c1cc(C(=O)NN)[nH]n1	9%	-10%	12%	6%	1	-8%	-5%	-0.4
O=c1[nH]c(=O)n(CCc2ccc(F)cc2)c(O)c1C=NCc1ccc2c(c1)OCO2	9%	17%	3%	0%	.	-10%	-3%	-1.3
CC(C)OC(=O)c1cc(C(=O)c2cc(Cl)ccc2O)coc1=N	-11%	0%	0%	-2%	-14	4%[57.1 µM]	9%	-0.6
COc1cccc(C(C(=O)NC2CCCCC2)N(C(=O)c2ccco2)c2ccc(-n3cnnn3)c(C)c2)c1 (stereo unspecified)	4%	3%	43%	-2%	2	7%	11%	-2.0
Cn1c(=O)c2cc(NC(=S)NC3CCCCC3)ccc2n1-c1ccccc1	1%	-18%	42%	-17%	-8	-7%	-7%	-0.3
O=S(=O)(NC(=S)Nc1ccccc1)c1ccc(F)cc1	-3%	3%	12%	24µM*	-8	4%	8%	-0.1
COc1ccc(C(=O)Nn2c(SCC(=O)NCc3ccccc3)nc3ccccc3c2=O)cc1	12%	-6%	-9%	-1%	0	-18%	2%	-2.0
CSc1ccccc1OCc1cc(C(=O)N2CCc3sccc3C2)no1	5%	1%	13%	?	-4	3%	7%	-2.5
CC(Oc1ccccc1)C(=O)Nc1ccccc1O (stereo unspecified)	6%	1%	2%	5%	0	-3%	1%	-0.7
O=S(=O)(c1ccc(Br)cc1)c1nc(-c2ccco2)oc1NCC1CCCO1 (stereo unspecified)	-10%	2%	8%	-12%	9	-2%	0%	-0.4
CC(=O)NC(Nc1nc2c(s1)CCCC2)(C(F)(F)F)C(F)(F)F	7%	-5%	-9%	?	3	-7%	10%	-1.5
CC(C)[C@H](NC(=O)OCc1ccccc1)C(=O)OCC(=O)Nc1c(F)cccc1F	-11%	16%	.	5%	-4	-4%	-5%	-0.3
Cc1ccccc1S(=O)(=O)Cc1ccc(C(=O)NCCN2CCN(Cc3ccccc3)CC2)o1	-4%	7%	-6%	-1%	-8	2%	-1%	-0.4
COc1ccccc1CNc1nc(NCc2ccc(C)cc2C)c2sccc2n1	1%	-36%[inhibitor]	12%	0%	.	-1%	-14%	-0.8
CSCCC(C(=O)NC1CCCC1)n1c(C2CC2)nc2ccccc21 (stereo unspecified)	8%	-6%	-5%	-15%	-5	4%	-3%	0.0
O=C(c1ccc(F)cc1)N1CCC(N2CCCCCC2)CC1	2%	-4%	22%	-6%	-1	-8%	7%	-0.9
CCCC(CCC)C(=O)Nc1c[nH]c(=O)[nH]c1=O	-1%	-1%	4%	-3%	2	5%	5%	-1.5
O=C(Nc1ccccc1)c1ccc(S(=O)(=O)Nc2cccc(O)c2)cc1	4%	9%	14%	-6%	1	3%	6%	-3.1
CCn1c(=O)c(CCC(=O)NCC2CCCO2)c(C)c2c(C)nn(-c3ccccc3)c21 (stereo unspecified)	-11%	-19%	?	-8%	-4	6%	-6%	-5.2
CC(C)(Oc1ccc(Cl)cc1)C(=O)Nc1cccnc1	0%	17%	8%	-2%	-1	10%	0%	-0.8
O=C(CSc1ccccc1)Nc1nnc(COc2ccc(Cl)cc2)s1	-6%	-40%[inhibitor]	23%	2.7µM*	-53*	?	-17%	-3.3
Nc1[nH][nH]c(=O)c1N=Nc1cccc(Cl)c1	-1%	-27%	5%	-18%	-11	-7%	9%	0.2
CCN(CC)CC(=O)Nc1ccc(-c2nc3cc(NC(=O)CN(CC)CC)ccc3o2)cc1	5%	-4%[9.22 µM]	-23%	-6%	-3	-15%	4%	-4.1
O=C(Cc1ccc(Cl)cc1)Nc1cc(S(=O)(=O)N2CCOCC2)ccc1N1CCCC1	-4%	4%	19%	-9%	1	-4%[57.1 µM]	-29%	1.7
CC1(C)C2CCC1(CS(=O)(=O)NCc1ccc(C(=O)O)cc1)C(=O)C2 (stereo unspecified)	2%	22%	-16%	0%	1	7%	?	-0.7
Cc1ccc(S(=O)(=O)Nc2ccc3c(c2)nc2n3CCN(Cc3ccccc3)C2)cc1	13%	11%	?	-20%	.	-17%	-15%	-0.6
COCCCNC(=O)CNC(=S)N(Cc1cc(OC)c(OC)c(OC)c1)C1CCCC1	-1%	-9%	.	-9%	2	3%	-5%	0.8
O=C(Oc1cccc(-n2cnnn2)c1)C1CCCCC1	3%	20%	-2%	-7%	-25	-4%	-5%	1.2
CCc1ccccc1NC(=O)c1ccoc1C	2%	18%	10%	-2%	-15	-11%	4%	-1.9
CSCC[C@H](NC(=O)Cc1c(C)c2c(cc(C)c3c(C)c(C)oc32)oc1=O)C(=O)O	9%	3%	-10%	-10%	-3	-8%	-1%	0.7
COc1ccc(CNc2ncnc3c2[nH]c2cc(OC)c(OC)cc23)cc1	4%	-13%	32%	-5%	-1	-25%[57.1 µM]	-3%	0.1
CC1CCCN(C2=C(Cl)C(=O)N(c3cccc(Cl)c3)C2=O)C1 (stereo unspecified)	3%	-26%	.	-18%	0	-11%	-6%	1.2
CCNC(=S)NNc1nc(N2CCOCC2)nc(N2CCOCC2)n1	1%	-17%	33%	-9%	0	0%	6%	-0.1
CCCc1ccc(C(=O)/C=C/N(C)C)cc1	-16%	-59%[inhibitor]	24%	?	?	-25%	-26%	-1.8

Screening results: PubChem BioAssay, National Center for Advancing Translational Sciences (NCATS)
